# HttQ103 aggreg – inhibitors of mutant huntingtin aggregate formation in PC12 cells; PC12 HttQ103-GFP aggregates, Acumen cytometry, 40 h; Potency, µM (top dose mostly 46.1 µM), inactives show top-dose activity change, negative = inhibition, most hits filed as inhibitors; hit rate 1.1% among 220,000; note: potency is the fitted concentration of half-maximal effect; % is set by controls: 0 for no effect and ±100 for the full control effect; nearly all actives have a fitted effect of over 60% in size
#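 Compounds (qHTS titration) were added to PC12 cells expressing an ecdysone-driven HTT exon 1 Q103–GFP fusion after induction with 100 nM tebufenozide. Aggregate formation was measured as GFP objects in cell lysates.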
# LMNA splice mod – LMNA splicing modulation; Potency, µM (titrated, usually from 46.1 µM), for inactives: at the top dose ratio change, negative = inhibition, usual class: inhibitors; HeLa LMNA splicing GFP/RFP minigene ratio, 48 h; hit rate 0.01% among 200,000; active = well fitted inhibition curve with a large enough effect in the signal ratio, with a control signal flat, not every such curve was filed as active; inconclusive = small, poorly fitted or top-dose-only effect, or effect the other way, or a change in a side signal; the % refers to the signal ratio; note: potency is the fitted concentration of half-maximal effect; % is set by controls: 0 for no effect and ±100 for the full control effect
#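 S3 HeLa stable clones carrying a lamin A-EGFP splicing minigene plus DsRed2 were seeded at 600 cells/well in Opti-MEM with 2% FBS, pin-dosed and incubated 48 h at 37°C. Acumen cytometry (488 nm) gave the GFP/RFP total-intensity ratio.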
# GAA inh – blocks human lysosomal alpha-glucosidase; purified human GAA, 4-MU-alpha-glucoside fluorescence; Potency, µM (highest dose often 76.9 µM), without a hit: top-dose activity change, negative = inhibition, usual class: inhibitors; hit rate 0.005% among 200,000; AID 1466;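 note: potency is the fitted concentration of half-maximal effect; plate controls were uninhibited enzyme wells for no effect and no-enzyme background for full effect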
#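 Read-out is 4-methylumbelliferone fluorescence (Ex 365/Em 440 nm) after NaOH/glycine stop at pH 10. Enzyme 4 nM, substrate 400 uM, pH 5.0 citrate buffer, 20 min room temperature; AC50 from Hill-equation concentration-response.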
# CBFb RUNX1 block – CBF-beta/RUNX1 interaction disruption. Q01196+Q13951. AlphaScreen CBFb-His/RUNX1-biotin binding, biochemical. Potency, µM (titrated, usually from 59.8 µM), inactives show top-dose activity, negative = inhibition, actives largely listed as inhibitors. 230,000 tested, under 10 active. AID 1477; note: % of control where 0% means no effect
# Target sequence (Q01196 whole entry, looked up): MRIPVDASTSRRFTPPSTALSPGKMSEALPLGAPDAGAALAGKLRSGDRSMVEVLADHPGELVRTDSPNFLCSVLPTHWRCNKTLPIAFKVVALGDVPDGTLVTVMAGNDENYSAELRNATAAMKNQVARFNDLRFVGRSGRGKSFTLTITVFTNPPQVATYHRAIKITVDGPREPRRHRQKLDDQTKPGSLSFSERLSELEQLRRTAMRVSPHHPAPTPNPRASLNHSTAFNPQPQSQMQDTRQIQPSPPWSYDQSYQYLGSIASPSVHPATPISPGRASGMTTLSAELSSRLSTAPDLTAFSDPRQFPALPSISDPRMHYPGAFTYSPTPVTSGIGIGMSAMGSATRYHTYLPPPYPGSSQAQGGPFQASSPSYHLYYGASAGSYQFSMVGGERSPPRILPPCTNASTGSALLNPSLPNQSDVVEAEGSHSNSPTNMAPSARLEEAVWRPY
# Target sequence (Q13951 whole entry, looked up): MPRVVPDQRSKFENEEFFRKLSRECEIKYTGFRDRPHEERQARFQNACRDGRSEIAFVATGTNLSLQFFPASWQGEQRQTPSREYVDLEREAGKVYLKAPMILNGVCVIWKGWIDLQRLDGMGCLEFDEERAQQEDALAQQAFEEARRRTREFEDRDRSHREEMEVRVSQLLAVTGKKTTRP
#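 CBF-beta (His) and RUNX1 (biotin), 30 nM each; 20 min preassociation; + compound, 15 min; + beads 50 ng each (Ni, streptavidin), 90 min; RT; AlphaScreen read.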
# GAA spleen mod – inhibitors or activators of human alpha-glucosidase in spleen homogenate; P10253; human spleen homogenate, 4-MU-alpha-glucoside fluorescence; Potency, µM (doses to about 79.9 µM), inactives show top-dose activity change, negative = inhibition, usual class: inhibitors; hit rate 0.006% among 240,000; AID 2112;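 note: potency is the fitted concentration of half-maximal effect; 0% = enzyme with vehicle and -100% = no enzyme basal signal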
#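 Human spleen homogenate (1 ug) with 4-methylumbelliferyl-alpha-D-glucopyranoside (1 mM final) in 50 mM citrate/phosphate pH 5.0, 0.01% Tween-20; 40 min at 37 C. Stopped at pH 10; 4-MU fluorescence Ex 365/Em 440 nm; AC50 by Hill fit.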
# GAA glycogen – alters human alpha-glucosidase cleavage of glycogen. Potency, µM (doses to about 76.4 µM), for inactives: at the top dose activity change, negative = inhibition, hits mostly inhibitors. AID 2100. recombinant GAA, glycogen substrate, Amplex Red glucose oxidase fluorescence. P10253. hit rate 0.38% among 300,000;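 note: potency is the fitted concentration of half-maximal effect; 0% = full enzyme reaction and -100% = no-enzyme basal signal; the screen sought inhibitors and activators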
#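 qHTS, 1536-well; enzyme 4 nM final; cpd up to 77 uM; substrate bovine liver glycogen 30 ug; 50 mM citrate/phosphate pH 5.0, 0.01% Tween-20; 37 C, 40 min; Amplex Red detection 45 min RT; Hill fit → AC50.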
# HTT cytoprotect – cytoprotection in Huntington HTT-Q103 PC12 cell model; PC12 HTT-Q103 induced, cytoprotection, ATP luminescence, 40 h; Potency, µM (top dose mostly 56.4 µM), for the others: cytoprotection (ATP increase), most hits filed as activators; hit rate 0.14% among 230,000; AID 1471;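 note: potency is the fitted concentration of half-maximal effect; % of control where 0% means no effect; nearly all actives have a fitted effect of over 45% in size; toxic huntingtin expression switched on by the ecdysone agonist tebufenozide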
#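 Cells were plated at 1500 per well in phenol red-free DMEM with 5% equine and 5% calf serum. Tebufenozide (100 nM final) and compounds were added, then ATPlite reagent, and luminescence was read.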
# An asterisk follows results filed as active; ? = inconclusive; . = no result given; [ ] = another dose, or the depositor's remark. Unless noted, calls come from the whole dose curve; as a rule, active = well fitted curve in the direction sought with a large enough effect; inconclusive = small, poorly fitted or top-dose-only effect, or another doubt; inactive = no such curve, though single readings can be large; an effect the other way counts as inactive or inconclusive.
item	SMILES	HttQ103 aggreg	LMNA splice mod	GAA inh	CBFb RUNX1 block	GAA spleen mod	GAA glycogen	HTT cytoprotect
1	Cc1cc(NC(=O)COc2ccc(N(C)S(=O)(=O)c3ccccc3)cc2)no1	3%	-5%	-13%	0%	-13%	-2%	-6%[10 µM]
2	O=C(CC(c1ccccc1)c1cc(Cl)ccc1O)N1CCOCC1 (centres undefined)	-18%	9%	-3%	9%	-2%	2%	-6%
3	O=[N+]([O-])c1ccc(NCc2ccc3c(c2)OCO3)cc1	-5%	19%[46 µM]	-7%	-11%	-14%	5%	-35%[inhibitor]
4	Cc1ccc(NC(=O)N(Cc2nc3ccccc3c(=O)[nH]2)Cc2cccs2)cc1	0%	-4%	1%	0%	2%	-1%	?
5	COC(=O)C1=C(C(=O)OC)[C@@H]2N(Cc3ccccc3)c3ccccc3[C@@]23C[C@@H](CO)N(C(=O)NC2CCCC2)C3=N1	-44%[9.22 µM]	.	.	-13%	1%	-12%	-4%[10 µM]
6	COc1ccccc1C1(O)CCN(CC(=O)Nc2c(C)nn(C)c2C)CC1	2%	2%	-4%	-4%	1%	9%	-11%[10 µM]
7	COCCNc1nc(-c2ccc(OC)cc2)c(-c2ccc(OC)cc2)s1	?	?	-7%	?	2%	?	-11%[10 µM]
8	COc1cc(/C=C2/SC(=S)N(CC(=O)Nc3nc4ccccc4s3)C2=O)cc(OC)c1OC	3%	2%	-1%	-10%	-5%	-7%	24%
9	CCCCC(=NCCc1c(C)[nH]c2ccccc12)C1=C(O)CC(c2ccccc2)CC1=O (centres undefined)	1%	.	-9%	-21%	2%	-9%	-56%[inhibitor]
10	Cc1c(-c2ncn[nH]2)sc(C#N)c1-c1ccccc1	-13%	-2%[9.22 µM]	?	9%	8%	1%	-19%
11	Nc1nnc(SCC(=O)NN2C(=O)NC3(CCCCC3)C2=O)s1	-13%	-2%	-3%	5%	-3%	10%	.
12	CC(C)Oc1nnnn1-c1ccccc1	-9%	7%	7%	1%	-1%	8%	-5%
13	Cc1nc2c(c(=O)c3ccccc3n2C)c(=O)n1-c1ccccc1	11%[9.22 µM]	.	.	2%	-3%	-9%	30%[10 µM]
14	CCc1ccc2[nH]c3nc(SCc4nnc(-c5ccccc5)o4)nnc3c2c1	-36%[9.22 µM]	.	.	16%	-6%	1%	3%[10 µM]
15	COc1ccc(CNC(=O)CCCn2nc(C)c([N+](=O)[O-])c2C)cc1OC	3%	.	-14%	-2%	5%	-9%	-9%
16	N#CC1=C(N)SC(N)=C(C#N)C1c1ccc([N+](=O)[O-])cc1	15%	?	1%	-11%	-8%	-1%	22%[10 µM]
17	CCOC(=O)Nc1nnc(CCc2ccccc2)s1	-5%	13%	9%	3%	9%	-1%	-4%[10 µM]
18	C#CCOCCOCCOCCNc1nc(N2CCN(C(=O)[C@H](Cc3cc4ccccc4[nH]3)n3cc([C@@H](N)C(C)CC)nn3)CC2)nc(N2CCN(C(=O)[C@H](CCCCN)n3cc([C@@H](N)CO)nn3)CC2)n1 (some centres undefined)	13%[9.22 µM]	.	.	-12%	1%	3%	6%[10 µM]
19	COc1cc(C(=O)N/N=C(\C)c2ccc3c(c2)OCO3)cc(OC)c1OC	10%	?	0%	1%	-1%	-21%	-155%[inhibitor]
20	Cc1cc(F)c(F)c(C(=O)NC2CC2)c1Cl	-12%	11%	4%	7%	-11%	0%	-2%
21	COc1cccc(Nc2ncc3nc(-c4cccs4)c(=O)n(-c4ccccc4)c3n2)c1	.	?	.	.	5%	.	-18%
22	COc1cc(/C=N/NC(=O)C(N)=O)ccc1OC(=O)c1cccs1	1%	8%[46 µM]	6%	1%	6%	2%	2%
23	COc1ccc(N2CCN(Cc3nc(-c4ccc(Cl)cc4Cl)no3)CC2)cc1	1%	?	1%	-14%	-4%	-4%	16%[10 µM]
24	CCC(C)(C)C1CCC2(CC1)NC(=S)N(c1ccccc1)N2 (centres undefined)	-1%[9.22 µM]	.	.	4%	-9%	?	-18%[10 µM]
25	Cc1ccccc1OCC(O)Cn1c(NCc2ccccc2)nc2c1c(=O)[nH]c(=O)n2C (centres undefined)	17%	-3%	6%	-4%	-9%	0%	-11%
26	CCOC(=O)c1sc2nc(C)nc(NCCc3ccccn3)c2c1C	-1%	11%[46 µM]	0%	3%	-1%	2%	-11%
27	Cc1cc(C(F)(F)F)n2ncc(-c3cccc(Br)c3)c2n1	24%	24%[9.22 µM]	8%	6%	-1%	2%	-32%[inhibitor]
28	CC1CCc2c(sc(/N=C/N(C)C)c2C#N)C1 (centres undefined)	-1%	-13%[46 µM]	0%	-13%	-3%	-7%	-56%[inhibitor]
29	CCc1cc2c(-n3nc(C)cc3C)ncnc2s1	?	-5%	1%	7%	3%	-4%	-11%[10 µM]
30	Cn1nc(C(F)(F)F)c(C#N)c1N1CCN(c2ccc(F)cc2)CC1	11µM*	?	-5%	3%	-3%	-2%	28%

# (cont.)
item	SMILES	HttQ103 aggreg	LMNA splice mod	GAA inh	CBFb RUNX1 block	GAA spleen mod	GAA glycogen	HTT cytoprotect
31	COc1ccc(Cc2nc(C(=O)Nc3ccccc3)cs2)cc1	0%	?	1%	13%	0%	3%	-14%
32	COc1ccc(CN2c3cc(S(=O)(=O)N4CCOCC4)ccc3N3CCCC32)cc1 (centres undefined)	3%	6%	1%	-4%	-18%	6%	7%
33	O=C(c1ccco1)N1CCN(C(=O)c2ccccc2OC(=O)C23CC4CC(CC(C4)C2)C3)CC1	-3%	-2%	5%	-2%	3%	-18%	8%
34	CC(C)(C)c1ccc(OCC(=O)NCCN2CCCC2)cc1	12%	7%	-5%	4%	-9%	0%	-5%
35	O=C(C1CCN(S(=O)(=O)c2ccccc2[N+](=O)[O-])CC1)N1CCOCC1	-12%[9.22 µM]	0%[46 µM]	14%	2%	-8%	20%	-38%
36	O=C(Nc1cccc2ncccc12)c1ccc(-c2ccc(Br)cc2)o1	17%	23%	2%	-2%	0%	-1%	-15%
37	Fc1ccc(Sc2nc(-c3ccccc3)nnc2C(F)(F)F)cc1	?	?	-10%	8%	-7%	-2%	-23%[10 µM]
38	CN1CCc2c(c3c(n2C)CCN(C)[C@H]3c2ccccc2F)[C@@H]1c1ccccc1F	-8%	-2%	9%	0%	-12%	2%	-54%[inhibitor]
39	O=C(c1cccc(Oc2ccc([N+](=O)[O-])cc2Cl)c1)N1CCCCC1	-11%	.	4%	-1%	-1%	17%	.
40	O=C(Cn1nnc2ccccc2c1=O)N1CCCc2ccccc21	-3%	5%	-3%	7%	-1%	2%	0%
41	COc1ccc(OC)c(NC(=O)CSc2nnc(-c3ccco3)n2-c2ccccc2)c1	-5%	7%	-5%	-5%	-12%	-1%	-16%
42	c1ccc(CN2CCC3(CCCc4ccccc43)CC2)cc1	.	?	.	10%	6%	.	-19%[1.9 µM]
43	O=C(CCc1nc2ccccc2c(=O)[nH]1)Nc1ccc(F)cc1	9%	9%	-2%	9%	-1%	1%	-9%[10 µM]
44	O=C1CCC(CCC(=O)N2CCCC(C(=O)c3ccc(Cl)cc3)C2)=NN1 (centres undefined)	12%[9.22 µM]	-3%[46 µM]	-2%	5%	-6%	-9%	2%[10 µM]
45	CC(=O)Nc1ccc(CN2CCCC(CO)(Cc3cccc(Cl)c3)C2)cc1 (centres undefined)	-3%[9.22 µM]	.	.	5%	3%	3%	16%[10 µM]
46	COc1cccc(Oc2ccc(C(F)(F)F)cc2N)c1	-6%	-8%	-14%	2%	-7%	1%	14%[10 µM]
47	CCOC(=O)c1ccc(NC(=O)NC2CC3CCC(C2)N3)cc1 (centres undefined)	?	-12%[46 µM]	-1%	1%	-4%	6%	-66%[inhibitor][10 µM]
48	CCCCNc1c([N+](=O)[O-])cc(C)cc1[N+](=O)[O-]	-14%	-3%	-1%	?	2%	13%	-41%
49	N#Cc1ccc(C(=O)Nc2nnc(-c3cccs3)o2)cc1	4%[9.22 µM]	.	.	-10%	1%	-9%	17%[10 µM]
50	C=CCOC(=O)C1=C(C)NC(=S)NC1c1cccs1 (centres undefined)	3%	-1%	1%	1%	-1%	-11%	-1%[10 µM]
51	COc1ccc(C2=Nn3c(nnc3-c3ccncc3)SC2)cc1	?	13%	-11%	-12%	-1%	8%	.
52	Cn1c(SCC(=O)c2ccccc2)nc2cccnc21	-2%	-6%	-6%	8%	5%	3%	-5%
53	COc1cc(/C=C2\SC(=N)N(c3ccc(F)cc3)C2=O)ccc1O	?	?	-12%	1%	-1%	0%	-157%[inhibitor]
54	COc1ccc(NC(=S)N/N=C/c2ccc(F)cc2)cc1OC	-5%	.	-2%	-16%	-4%	?	-15%
55	Cc1ccc(N2C(=O)CC(NCC3CCCO3)C2=O)cc1 (centres undefined)	2%[9.22 µM]	22%[46 µM]	1%	7%	0%	-8%	6%[10 µM]
56	CC1CC/C(=C\c2ccc3c(c2)OCO3)C(=O)/C1=C/c1ccc2c(c1)OCO2 (centres undefined)	-16%	?	3%	-12%	-12%	3%	-64%[inhibitor]
57	NC(=O)C1CCN(c2cc(Cl)nc(N)n2)CC1	-17%	13%[46 µM]	-2%	0%	-1%	3%	32%
58	O=C(Cn1cnc2c(nnn2Cc2ccccc2F)c1=O)OCc1ccccc1	7%	15%	-5%	-2%	-4%	4%	-4%
59	Cc1ccc(C)n1-c1ccc(C(=O)NN=C2CCCC2)cc1	4%	-1%[46 µM]	7%	1%	5%	9%	-29%

# Screens as filed in PubChem.
